# Fibroblast inh: antiproliferative effect on LL 47 fibroblasts – human, LL 47 cells, CellTiter-Glo luminescence, primary screen; 85,000 tested, 1.1% active; viability, % at 10 µM; LL 47 human lung fibroblast viability, ATP luminescence; stronger effect = lower value;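 active means viability at or below 50% in the single dose screen; inactive means viability above 50%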;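 further: compound exposure lasted 72 h before the ATP readout; 100% = median luminescence of untreated cell-only wells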
#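 test system = LL 47 human lung fibroblasts | amount = 1,150 fibroblasts seeded per well | medium = 15% FBS in IMEM | times = overnight cell rest, 72 h compound treatment at 37 °C | measured by = CellTiter-Glo luminescence measuring cellular ATP | read-out = viability percentage against median untreated-cell control | benchmarks = cell-only wells, no compound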
# HUVEC prolif 384: inhibitors of HUVEC proliferation, primary screen, cell-based, 384-well; AID 648, 2007; CellTiter-Glo luminescence, 72 h; stronger effect = lower value; viability, % at 10 µM (by protocol); 86,000 tested, 1.1% active;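 active means viability at or below 30%; inactive means viability above 30%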;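 further: 100% = median luminescence of DMSO-only cell control wells on each plate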
# sEH activator: soluble epoxide hydrolase activators, primary screen, biochemical, human sEH; Bifunctional epoxide hydrolase 2 (Homo sapiens), P34913; purified human sEH enzymatic activity, activator screen; activation, % at 2 µM; 91,000 tested, 0.04% active; in the data active means activation above about 37%; further: values of inactives mirror those of a sister screen read the other way
# Target sequence (P34913 whole entry, looked up): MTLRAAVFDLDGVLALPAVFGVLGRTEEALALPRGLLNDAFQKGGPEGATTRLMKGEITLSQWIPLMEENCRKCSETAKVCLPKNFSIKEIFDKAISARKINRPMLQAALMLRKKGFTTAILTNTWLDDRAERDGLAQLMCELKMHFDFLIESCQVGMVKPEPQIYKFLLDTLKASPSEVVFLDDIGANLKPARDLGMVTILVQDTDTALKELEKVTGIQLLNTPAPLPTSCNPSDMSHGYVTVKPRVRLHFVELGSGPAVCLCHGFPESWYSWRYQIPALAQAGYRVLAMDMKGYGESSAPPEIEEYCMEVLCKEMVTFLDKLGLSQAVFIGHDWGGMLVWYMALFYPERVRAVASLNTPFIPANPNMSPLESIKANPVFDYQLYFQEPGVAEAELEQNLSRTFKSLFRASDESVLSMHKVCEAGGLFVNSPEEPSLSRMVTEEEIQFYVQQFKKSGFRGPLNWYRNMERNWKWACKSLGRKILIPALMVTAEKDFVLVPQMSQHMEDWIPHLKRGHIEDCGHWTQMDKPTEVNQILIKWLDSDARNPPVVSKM
# S1P2 ag: S1P2 receptor agonists, primary screen, cell-based | S1P2-expressing cell line, agonist reporter read-out | activation, % at 4.5 µM | 97,000 tested, 0.46% active; in the data active means activation above about 16%;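 further: 0% = vehicle low control and 100% = maximal reference agonist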
# Target sequence (O95136 whole entry, looked up): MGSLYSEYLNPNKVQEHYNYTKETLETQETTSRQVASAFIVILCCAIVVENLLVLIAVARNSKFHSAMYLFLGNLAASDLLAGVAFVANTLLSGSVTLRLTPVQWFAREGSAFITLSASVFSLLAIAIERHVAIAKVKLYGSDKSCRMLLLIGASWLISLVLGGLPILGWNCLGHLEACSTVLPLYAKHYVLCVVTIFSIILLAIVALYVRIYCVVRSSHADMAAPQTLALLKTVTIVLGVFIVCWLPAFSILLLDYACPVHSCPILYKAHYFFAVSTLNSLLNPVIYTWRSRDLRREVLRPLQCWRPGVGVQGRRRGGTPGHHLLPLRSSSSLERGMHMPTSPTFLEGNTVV
# S1P2 blocker: human S1P2 receptor antagonists, primary screen, cell-based | inhibition, % at 5 µM | cell-based S1P2 antagonist assay, inhibition at 5 uM | 97,000 tested, 0.21% active; in the data active means inhibition above about 45%;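 further: CRE beta-lactamase reporter cells expressing human S1P2 stimulated with S1P; 0% = agonist at EC80 alone and 100% = agonist plus reference antagonist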
# H69AR inhibit: proliferation blockers of H69AR lung cancer cells, primary screen, cell-based, human, 86K library; H69AR lung tumor viability, ATP luminescence, 72 h; stronger effect = lower value; viability, % at 10 µM; 85,000 tested, 6% active; AID 598, 2007;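 active means viability at or below 40%; inactive means viability above 40%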;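 further: multidrug resistant small cell line overexpressing MRP-1 efflux transporter; 100% = mean luminescence of untreated control wells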
# PTPN22 act: LYP phosphatase activators, primary screen, biochemical, DiFMUP fluorescence, 2 µM; AID 697, 2007; activation, % at 2 µM; 96,000 tested, 0.11% active; Tyrosine-protein phosphatase non-receptor type 22 (Homo sapiens), Q9Y2R2; recombinant LYP; 0 = plate median, 100 = signal doubled;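 active means activation at 2 µM above a set limit, the mean plus 5 SD, cut at about 37% in these data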
# PostGolgi ctrl: growth inhibition of yeast control strain, primary screen, counter-screen for post-Golgi transport modulator project; inhibition, % at 10 µM; 98,000 tested, 5% active; efflux-deficient yeast background strain, growth absorbance A615, 16 h; AID 738, 2007; in the data active means inhibition above about 30%
# sEH inh: soluble epoxide hydrolase inhibitors, primary screen, biochemical, human sEH; Bifunctional epoxide hydrolase 2 (Homo sapiens), P34913; recombinant human sEH enzymatic activity assay; inhibition, % at 2 µM; 91,000 tested, 0.34% active; in the data active means inhibition above about 80%; further: values of inactives mirror those of a sister screen read the other way; many of its hits are not listed in these tables
# * marks the source's active call; other numbers are inactive results; nt = no result given. This is a subset; count on the stated rates, not on these rows.
SMILES	S1P2 ag	S1P2 blocker	sEH inh	Fibroblast inh	sEH activator	PTPN22 act	H69AR inhibit	HUVEC prolif 384	PostGolgi ctrl
Cc1ccc(-n2nc(C)c(C3C(C#N)=C(N)Oc4c3c(=O)oc3ccccc43)c2Cl)cc1 (configuration not stated)	-3	-10	8	nt	-8	1	nt	nt	39*
COC(=O)CC1NC2CCCCC2NC1=O (configuration not stated)	0	13	4	100	-1	19	93	99	7
Cc1cc(C)c(NC2=NCCCS2)c(C)c1	-3	-1	-6	92	7	8	86	89	nt
CCOC(=O)c1c(C)c(C(=O)N2CCC3(CC2)OCCO3)c(C)n1CC	nt	nt	nt	103	nt	nt	107	95	-16
CC1SC2(CN3CCC2CC3)NC1=O (configuration not stated)	-5	16	nt	99	nt	-1	nt	104	1
CCCCCCOC(=O)c1ccccc1N	nt	nt	nt	100	nt	nt	95	96	3
CCN1CCN(C(=O)COc2ccc3c(c2)C(=O)CC2(CCN(C(C)=O)CC2)O3)CC1	-1	-14	-9	95	11	4	99	92	5
CCC(=NCc1ccc2c(c1)OCO2)c1c(O)n(C)c(=O)n(C)c1=O	-3	-12	nt	103	nt	3	88	82	12
Cc1cc(S(=O)(=O)NCc2ccccc2)ccc1OCC(=O)N1CCN(C)CC1	0	-9	-24	103	17	7	nt	101	14
Cc1cc2c(C(F)(F)F)cc(=O)oc2c2c1NCCC2	-10	28	-1	93	2	2	86	103	17
C=CCn1c(O)c(C(CC)=NC2CC2)c(=O)[nH]c1=O	-5	-11	nt	101	nt	-7	86	100	8
COc1ccc(CCN(C)Cc2c(F)cccc2F)cc1OC	-7	-5	2	101	-3	-2	96	90	-5
Cc1cc(S(=O)(=O)NCC(C)C)ccc1OCC(=O)N1CCN(Cc2ccccc2)CC1	-3	-1	4	100	-2	8	85	105	30
COc1ccc(C(=O)N2CCOCC2)cc1S(=O)(=O)N1CCC(C)CC1	-3	18	-14	nt	12	6	nt	nt	7
CCOC(C(=O)OCCCN(CC)CC)(c1ccccc1)c1ccccc1	-9	1	0	100	4	2	92	98	11
COC(=O)c1cc2c(s1)=NC=NP=2(N1CCOCC1)N1CCOCC1	4	15	-10	106	9	-2	92	107	-3
C1=C(c2c[nH]c3ccccc23)CCNC1	-6	7	-1	99	5	17	92	84	-5
CN(C)P1(N(C)C)=Nc2c(c(N)nn2C)C(c2ccccc2)=N1	-3	4	-8	94	8	0	83	92	5
Cc1cc(C=O)c(C)n1CC1CCCO1 (configuration not stated)	-5	-4	6	106	-4	14	83	96	-2
Nc1ccc(S(=O)(=O)N2CCCCC2c2cccnc2)cc1 (configuration not stated)	-4	-15	3	100	-4	8	92	109	1
CN(C)C1=NC(N(C)C)=NP(N(C)C)(N(C)C)=N1	-6	11	-1	98	0	-4	85	97	4
CCC(=NCCCN(CC)CC)c1c(O)n(-c2ccccc2)c(=O)[nH]c1=O	-2	-15	4	104	-4	0	96	106	1
CC(C)(C)c1nc(N2CCN(C(=O)c3ccco3)CC2)c2nnn(Cc3ccccc3Cl)c2n1	1	2	-18	88	22	-6	54	52	4
CCC1(c2ccccc2)C(=O)N(COC)C(=O)N(COC)C1=O	-6	9	2	112	-4	2	88	103	-12
CCSc1nnc([C@@H](N)Cc2ccccc2)o1	-4	-12	12	97	-12	6	92	92	-3
Cc1cc(CN(C)C)c(OC(=O)N(C)C)cc1C	-3	20	nt	108	nt	12	98	94	17
O=C(Cc1cccs1)N1CCC2(CC1)OCCO2	0	-7	-7	101	10	2	101	94	21
Cc1nnc2ccc(N3CCN(C)CC3)nn12	-4	6	nt	98	nt	1	92	103	1
Cc1cc(NC(=O)COC(=O)c2c(C)nn(Cc3ccccc3Cl)c2Cl)no1	-2	7	3	83	-4	-8	64	92	22
CN(C)C1=NP(N(C)C)(N(C)C)=NC(c2ccccc2)=N1	-7	-4	3	108	-3	11	95	102	15
CCOc1ccc(-n2c(O)c(C=NCCN3CCNCC3)c(=O)[nH]c2=O)cc1	-3	19	-2	101	2	2	98	107	8
CCC1CCCCN1P(=O)(c1ccc(C)o1)C(C)(C)C (configuration not stated)	-1	-4	14	95	-11	5	106	102	-8
CCOC(=O)c1c(C)n(Cc2ccccc2)c2ccc(OCC(O)Cn3nc(C)cc3C)cc12 (configuration not stated)	2	12	0	100	0	-4	12*	61	nt
O=P(O)(O)C12CC3CC(CC(C3)C1)C2	-5	-5	11	100	-9	-7	91	99	-1
CC(=O)c1ccc2c(c1)C1C(Cl)C(Sc3ccccc3[N+](=O)[O-])CC1C(c1ccccc1[N+](=O)[O-])N2 (configuration not stated)	-1	-5	10	89	-7	8	70	74	nt
CN(CC(=O)Nc1ccccc1-c1ccccc1)C1CCCCC1	-3	6	2	87	2	-3	69	97	nt
CS(=O)(=O)N1CCCC(C(=O)N2CCC3(CC2)OCCO3)C1 (configuration not stated)	-7	-6	nt	101	nt	-4	91	103	2
CC(=O)Nc1ccccc1OP1(=O)COc2ccccc2OC1	-6	22	-3	104	2	-4	68	92	24
O=C(C1CC(=O)N(C2CCCCCCC2)C1)N1CCC2(CC1)OCCO2 (configuration not stated)	-7	8	3	98	-4	11	98	107	-2
CCc1c(C)nc(N)nc1N1N=C1SCC(N)=O	-6	21	6	102	-3	-3	111	113	-3
Cc1cc(NCCN)nc2ccccc12	-5	8	7	nt	-5	3	nt	nt	16
COC(=O)C(O)(c1ccc(N(C)C(=O)OC(C)C)cc1)C(F)(F)F (configuration not stated)	-6	-1	2	94	-2	-6	104	94	15
COc1cc(NC(=O)CN2C3CCC2CC(O)(c2cccnc2)C3)cc(OC)c1 (configuration not stated)	-2	0	-1	99	3	-5	77	96	15
Oc1ccc(Br)cc1CN1CCN(c2ccccc2)CC1	-5	4	-10	101	12	4	100	110	5
CCCN(CC#CCOc1ccc(OC)cc1)CCC	-4	14	-13	97	13	-6	94	107	-4
CCOC(=O)N(CC)c1ccc(C(O)(C(=O)OCC)C(F)(F)F)cc1 (configuration not stated)	nt	nt	nt	97	nt	nt	101	98	-5
O=c1[nH]c(=O)n(Cc2ccco2)c(O)c1C=NCCN1CCOCC1	-2	-14	nt	100	nt	-11	91	101	3
CCn1cc(C(=O)N2CCC3(CC2)OCCO3)c(=O)c2cc(S(=O)(=O)N3CCCC3)ccc21	-5	-11	-12	103	11	2	87	111	-9
COC(=O)c1ccc(-n2c(C)nc3ccccc3c2=O)cc1	-4	12	8	107	-9	-10	99	105	0
CC(NCc1ccc(Cl)cc1)C(O)c1ccccc1 (configuration not stated)	-3	24	14	nt	-14	0	nt	nt	3

# The results go on.
SMILES	S1P2 ag	S1P2 blocker	sEH inh	Fibroblast inh	sEH activator	PTPN22 act	H69AR inhibit	HUVEC prolif 384	PostGolgi ctrl
CCCC(C)n1[nH]c(=O)c2c1NC(=O)CSC2c1ccc(OC)cc1 (configuration not stated)	-3	5	-8	103	8	5	81	90	6
Clc1ccc(C2N3CCCN23)c(Cl)c1 (configuration not stated)	-4	-34	5	99	-4	2	88	103	-8
Cc1ccc(N(C)C(=O)Oc2ccc(C(=O)c3ccc(Cl)cc3)cc2)cc1	1	18	-11	nt	13	-3	nt	nt	3
O=C1NC(=O)C2(Cc3ccccc3N3CCCC32)C(=O)N1c1cccc(Cl)c1 (configuration not stated)	nt	nt	nt	92	nt	nt	98	86	7
COc1cc(/C=N/NP(=S)(c2ccccc2)c2ccccc2)ccc1O	-4	-4	-5	98	4	0	98	99	19
CN1C(=O)C(Cc2cccs2)C(=O)N(C)C1=O	-9	16	nt	93	nt	1	89	94	-4
COC(=O)c1ccc(COc2cc(C)cc3oc(=O)c4c(c23)CCCC4)o1	-2	-6	-11	87	10	11	70	86	1
O=C1CC(c2ccccc2)CC(O)=C1C=NCCN1CCN(C(=O)Cc2ccccc2)CC1 (configuration not stated)	1	-11	11	104	-9	8	100	86	1
CC(C)Oc1ccc(Cc2c(O)[nH]c(=O)[nH]c2=O)cc1	-6	-13	4	105	-4	8	93	101	3
O=C(c1cc(=O)[nH]c2ccc(Br)cc12)N1CCC2(CC1)OCCO2	-3	-10	-8	96	5	-11	88	104	0

# Reformatted: 4 of the compounds above.
structure: O=C1CC(c2ccccc2)CC(O)=C1C=NCCN1CCN(C(=O)Cc2ccccc2)CC1 (configuration not stated)
  S1P2 ag: 1
  S1P2 blocker: -11
  sEH inh: 11
  Fibroblast inh: 104
  sEH activator: -9
  PTPN22 act: 8
  H69AR inhibit: 100
  HUVEC prolif 384: 86
  PostGolgi ctrl: 1

structure: O=C(c1cc(=O)[nH]c2ccc(Br)cc12)N1CCC2(CC1)OCCO2
  S1P2 ag: -3
  S1P2 blocker: -10
  sEH inh: -8
  Fibroblast inh: 96
  sEH activator: 5
  PTPN22 act: -11
  H69AR inhibit: 88
  HUVEC prolif 384: 104
  PostGolgi ctrl: 0

structure: O=C1NC(=O)C2(Cc3ccccc3N3CCCC32)C(=O)N1c1cccc(Cl)c1 (configuration not stated)
  S1P2 ag: nt
  S1P2 blocker: nt
  sEH inh: nt
  Fibroblast inh: 92
  sEH activator: nt
  PTPN22 act: nt
  H69AR inhibit: 98
  HUVEC prolif 384: 86
  PostGolgi ctrl: 7

structure: Clc1ccc(C2N3CCCN23)c(Cl)c1 (configuration not stated)
  S1P2 ag: -4
  S1P2 blocker: -34
  sEH inh: 5
  Fibroblast inh: 99
  sEH activator: -4
  PTPN22 act: 2
  H69AR inhibit: 88
  HUVEC prolif 384: 103
  PostGolgi ctrl: -8

# Fetched one by one from the entries so far:
SMILES	S1P2 ag	S1P2 blocker	sEH inh	Fibroblast inh	sEH activator	PTPN22 act	H69AR inhibit	HUVEC prolif 384	PostGolgi ctrl
COC(=O)c1ccc(COc2cc(C)cc3oc(=O)c4c(c23)CCCC4)o1	-2	-6	-11	87	10	11	70	86	1
Cc1ccc(N(C)C(=O)Oc2ccc(C(=O)c3ccc(Cl)cc3)cc2)cc1	1	18	-11	nt	13	-3	nt	nt	3
O=C(c1cc(=O)[nH]c2ccc(Br)cc12)N1CCC2(CC1)OCCO2	-3	-10	-8	96	5	-11	88	104	0
CC(C)Oc1ccc(Cc2c(O)[nH]c(=O)[nH]c2=O)cc1	-6	-13	4	105	-4	8	93	101	3
CN1C(=O)C(Cc2cccs2)C(=O)N(C)C1=O	-9	16	nt	93	nt	1	89	94	-4
O=C1NC(=O)C2(Cc3ccccc3N3CCCC32)C(=O)N1c1cccc(Cl)c1 (configuration not stated)	nt	nt	nt	92	nt	nt	98	86	7

# Source: PubChem (several laboratories)
